CCHF vOTU inh: blocks the CCHF virus ovarian tumor domain protease; 370,000 compounds, 0.55% hits; CCHFV vOTU protease, Pep-AMC fluorescence; inhibition, % at 11.5 µM; in the data active = inhibition above about 30%; note: 0% = vehicle wells with enzyme and 100% = no enzyme wells
MazEF act: MazEF (E. coli) toxin RNase activation; AID 504720; 350,000 compounds, 0.32% hits; activation, % at 20 µM; FAM/BHQ RNA-DNA oligo cleavage fluorescence, 5 h; in the data active = activation above about 50%
Target sequence (P0AE70 whole entry, looked up): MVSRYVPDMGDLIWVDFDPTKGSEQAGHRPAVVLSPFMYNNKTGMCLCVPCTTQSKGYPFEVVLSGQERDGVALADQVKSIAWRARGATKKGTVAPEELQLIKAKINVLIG
3CLpro inhibitor: SARS-CoV 3CLpro protease inhibition; recombinant SARS-CoV 3CLpro, quenched FRET peptide cleavage; 290,000 compounds, 0.14% hits; inhibition, % at 6 µM; in the data active = inhibition above about 12%
TcdB GH inh: TcdB glycohydrolase inhibition; P18177; TcdB glycohydrolase enzymatic assay, plate reader; inhibition, % at 9.99 µM; 350,000 compounds, 0.24% hits; in the data active = inhibition above about 10%
Rv3671c protease: Rv3671c (M. tuberculosis) protease inhibition; P9WHR9; inhibition, % at 5.96 µM; 320,000 compounds, 0.048% hits; AID 2606; in the data active = inhibition above about 38%;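 note: extracellular domain of Rv3671c used as enzyme; 0% = enzyme with DMSO and 100% = no enzyme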
Target sequence (P9WHR9 whole entry, looked up, the tested form may be a part): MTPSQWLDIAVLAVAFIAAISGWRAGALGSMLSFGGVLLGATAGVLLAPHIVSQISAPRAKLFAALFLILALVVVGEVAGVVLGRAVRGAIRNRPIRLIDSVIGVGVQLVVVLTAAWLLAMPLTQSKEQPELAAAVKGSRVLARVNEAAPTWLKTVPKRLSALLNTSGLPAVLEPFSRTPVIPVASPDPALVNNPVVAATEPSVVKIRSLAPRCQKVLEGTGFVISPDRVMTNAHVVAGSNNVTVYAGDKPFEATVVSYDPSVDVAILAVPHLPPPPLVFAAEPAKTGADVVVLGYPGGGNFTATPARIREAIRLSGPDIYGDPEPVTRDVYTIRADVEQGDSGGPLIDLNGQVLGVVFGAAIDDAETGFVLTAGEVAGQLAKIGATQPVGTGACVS
VHR inh abs: DUSP3 (human) phosphatase inhibition; 290,000 compounds, 0.52% hits; recombinant VHR phosphatase, pNPP absorbance; P51452; AID 1654; inhibition, % at 13.3 µM; in the data active = inhibition above about 50%; note: some compounds called inactive have numbers as strong as hits
Target sequence (P51452 whole entry, looked up): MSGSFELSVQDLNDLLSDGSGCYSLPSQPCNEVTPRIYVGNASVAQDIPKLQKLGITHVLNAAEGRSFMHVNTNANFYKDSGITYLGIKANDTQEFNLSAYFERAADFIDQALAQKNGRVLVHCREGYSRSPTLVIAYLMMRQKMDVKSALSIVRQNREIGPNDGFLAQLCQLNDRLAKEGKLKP
Y pestis TopoI: blocks Yersinia pestis topoisomerase I activity. Y. pestis Topo-I cleavage product accumulation, plate reader. activity, % at 10 µM. 360,000 compounds, 0.064% hits. AID 504884; in the data active = activity above about 50%, passing the limit was not always enough; inconclusive = no clear call, values can overlap the other calls; note: inactives centre near 2
SSB-PriA inh: inhibitors of Klebsiella pneumoniae PriA binding to SSB C-terminal tail; AlphaScreen SSBct-PriA binding, biotinylated peptide; inhibition, % at 33 µM; 430,000 compounds, 0.6% hits; AID 1272365; in the data active = inhibition mostly above about 37%, no sharp cut-off; inactive = mostly below about 20%;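 note: plate controls were negative control peptide for no effect and reference peptide for full effect; strong numbers were not always called active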
PrPC TRFRET: reduces human prion protein on the cell surface | cell surface PrPC, TR-FRET read-out | inhibition, % at 13.8 µM | 370,000 compounds, 0.43% hits; in the data active = inhibition above about 24%; note: 0% = median of the test wells and 100% = reference compound wells
BH1578 lux ind: inducers of Vibrio cholerae quorum light production without autoinducers; V. cholerae BH1578 lux reporter, luminescence, 6 h; activation, % at 18.7 µM; 350,000 compounds, 0.16% hits; AID 588436; in the data active = activation mostly above about 9.7%, no sharp cut-off; inconclusive = no clear call, values can overlap the other calls; inactive = mostly below about 3.7%; note: not every result past the cut was called active; inactives centre near 0; reference of the scale not given here
Numbers without * were called inactive; i = inactive; ? = inconclusive; / = no result given. A portion of the library; the hit share may differ from the screen's.

no.	structure	CCHF vOTU inh	MazEF act	3CLpro inhibitor	TcdB GH inh	Rv3671c protease	VHR inh abs	Y pestis TopoI	SSB-PriA inh	PrPC TRFRET	BH1578 lux ind
1	COc1ccccc1C(=O)COC(=O)/C=C/c1ccccc1	19	0	-3	-0.9	1	12	31	-26	0	i
2	COc1ccccc1OCC(=O)Nc1cc(Cl)ccc1Oc1ccccc1	-4	-2	-6	0.3	-4	-9	-4	-8	8	-0.5
3	Cc1cccc(N2CC(C(=O)OCc3ccc([N+](=O)[O-])cc3)CC2=O)c1 (configuration not stated)	0	-2	2	0.0	4	1	7	2	0	i
4	Cc1ccc(C)c(OCC(=O)Nc2ccc(S(=O)(=O)Nc3ccccn3)cc2)c1	-7	4	2	1.2	-15	21	-6	-11	1	i
5	O=C(CCCO)NNc1c2ccccc2nc2ccccc12	-5	7	2	2.4	0	-4	4	-1	-6	-0.7
6	CC(C)OC(=O)C1Cc2ccccc2CN1S(=O)(=O)c1cccs1 (configuration not stated)	21	-6	1	-10	-1	22	33	-28	8	-4.0
7	CN(C)NC(=S)Nc1ccc(S(=O)(=O)N2CCCCC2)cc1	-14	8	2	2.0	-6	23	-3	-3	0	-0.1
8	CCCc1nn(C)c(C(N)=O)c1[N+](=O)[O-]	2	-5	6	0.8	0	23	2	-4	-11	-0.5
9	COc1cccc(CNC(=O)C2(C)CCCN2C(=O)C(C)C)c1 (configuration not stated)	6	/	/	0.3	/	/	5	/	4	-0.2
10	COCCCNCCOCCOc1c(OC)cccc1OC	12	3	0	/	5	11	10	-5	0	-0.9
11	C[C@@H](C(=O)Nc1cccnc1)n1c(=O)[nH]c2ccccc2c1=O	15	8	6	-0.6	0	14	0	0	0	i
12	Cc1cc(NC(=O)c2ccccc2F)ncc1NC(=O)c1cccs1	-5	1	-2	0.5	-8	-10	-7	-2	-2	i
13	COc1ccc(/C=C2/CCc3ccccc3C2=O)cc1OC	-1	-4	-2	/	-6	-11	20	-4	7	-0.6
14	Cc1c(NC(=O)COC(=O)C2=COCCO2)cccc1[N+](=O)[O-]	5	2	/	0.9	-8	/	0	-1	-9	1.7
15	O=C(NCCOc1ccccc1)c1cc(C(=O)NCCOc2ccccc2)cc([N+](=O)[O-])c1	-11	1	-3	/	-25	37	-1	10	-29	i
16	Cc1cc(N2CCOCC2)c2c(N)c(C)cc(C)c2n1	13	-10	-1	1.6	0	4	-11	-5	-11	-1.2
17	COc1cc(CCNC(=O)c2ccccc2NC(=O)C2=C(C)OCCS2)cc(OC)c1OC	-8	-38	1	2.2	8	65	11	-7	3	-0.7
18	Cc1nc(CNS(=O)(=O)c2cccc(F)c2)cs1	9	-4	2	/	6	14	-6	-24	6	5.0
19	CC(=O)Nc1cccc(Oc2nc(NC(C)C)nc3cc(-c4ccccc4)sc23)c1	7	/	/	0.2	/	/	1	/	5	-0.7
20	O=C(NCC1CCCO1)c1ccccc1-c1nc(-c2ccccc2Cl)no1 (configuration not stated)	18	2	-4	-1.4	-5	-19	3	0	13	-2.0
21	CCOc1cc(/C=N/Nc2nc(Nc3ccccc3)nc(N3CCCCC3)n2)ccc1OCC(=O)O	13	-5	-5	0.8	7	-3	6	/	0	-0.5
22	CC1CC(C)CN(C(=O)Cn2c(=O)n(CCCC(=O)NCc3ccco3)c(=O)c3sccc32)C1 (configuration not stated)	-8	5	1	0.4	4	-8	7	3	-4	-0.4
23	O=C(COc1ccc(Cl)cc1)OCC(=O)c1ccc[nH]1	7	5	/	3.1	8	/	4	-6	-12	i
24	CC(=O)Nc1ccc(C(=O)NCC2(N3CCCCC3)CCCCC2)cc1	14	-1	-1	-0.5	2	6	-3	-6	-1	-2.0
25	Cc1ccc([C@@H]2[C@@H]3C(=O)N(C)C(=O)[C@@H]3[C@@H]3C(=O)Nc4ccccc4C(=O)N23)cc1	2	7	0	0.7	6	-3	?	-21	-5	-1.0
26	CCOc1ccc(-n2c(=O)[nH]c3sc4c(c3c2=O)CCCC4)cc1	-7	6	-1	2.3	4	-6	5	-8	3	i
27	Cc1cc(-c2ccc(Cl)cc2)n2ncnc2n1	-10	5	3	1.9	-4	-1	-2	-6	1	-0.7
28	CCOc1cc2c(cc1OCC)C(c1ccccc1)N(c1ccc(C(=O)O)cc1)C(=O)C2 (configuration not stated)	14	0	6	0.7	1	17	0	-8	4	4.3
29	CCOc1ccc(C2C3=C(Nc4nc(N)[nH]c(=O)c42)c2ccccc2C3=O)cc1 (configuration not stated)	-3	10	-5	/	29	19	-12	3	-27	i
30	C/C(=N\NC(=O)Cc1c(F)cccc1Cl)c1cccnc1	11	3	2	-0.6	/	10	-1	/	-3	i
31	Cc1cccc(OCc2nc(C#N)c(N3CC(C)CC(C)C3)o2)c1 (configuration not stated)	1	-4	3	1.2	4	25	42	38	1	i
32	CC(C)(Oc1ccc(Cl)cc1)C(=O)Nc1cccnc1	-8	-1	1	/	3	-1	1	-20	-2	-0.6
33	O=C1CC(N2CCOCC2)C(=O)N1CCc1ccccc1 (configuration not stated)	9	5	2	/	0	35	-6	-11	10	0.7
34	O=C(NCCN1CCN(Cc2ccccc2)CC1)c1ccc(CS(=O)(=O)c2c(Cl)cccc2Cl)o1	-7	7	/	1.6	/	/	19	/	-9	i
35	O=C(CN1C(=O)NC2(CCCCCC2)C1=O)N1CCCCC1	17	-14	/	2.5	3	/	-9	0	4	i
36	O=C1CCC/C=C/C[C@H](CC(=O)N(CCO)Cc2ccccc2)C(=O)N[C@@H](Cc2ccccc2)CO1	7	1	/	0.4	-1	/	21	-15	-2	i
37	COc1ccc(CN2C(=O)NC3(CCCC3)C2=O)cc1F	-12	13	2	0.6	-6	9	4	-1	-1	i
38	CO/N=C/C(c1ncc(C(F)(F)F)cc1Cl)S(=O)(=O)c1ccccc1 (configuration not stated)	4	4	8	-3.7	-7	24	-10	/	2	i
39	COc1ccccc1OCC(=O)NCCC1=CCCCC1	2	1	2	/	4	-4	7	-10	-6	-0.3
40	N#C/C(=C/c1cn(CC(=O)O)c2ccccc12)c1ccc(F)cc1	6	-16	7	/	-2	-15	1	-3	-7	3.4
41	CCOC(=O)[C@@H]1[C@H]2COc3cc(OC)ccc3[C@@H]2N2C(=O)N(c3cccc(Cl)c3)C(=O)[C@@]12C	/	-4	2	/	-6	-3	6	1	/	-0.6
42	CCN(C(=O)COC(=O)c1cc(-c2ccccc2)nc2c1c(C)nn2-c1ccc(C)cc1)C1CCS(=O)(=O)C1 (configuration not stated)	-6	9	-3	-0.1	-15	-7	1	-22	0	-0.5
43	CCCNC(=O)N1[C@H]2CC[C@@H]1C(C(=O)OC)=C(c1ccc(C(C)=O)cc1)C2	-11	11	/	0.0	2	/	-1	-6	-4	-7.1
44	CCCCN(C(=O)c1ccc(C)o1)c1c(N)n(CC(C)C)c(=O)[nH]c1=O	6	-4	/	0.0	7	/	1	-10	5	-0.7
45	CCc1noc(C)c1C(=O)N1CCN(c2cccc(Cl)c2)CC1	7	5	/	2.6	/	/	5	/	1	-5.9
46	Cn1c(SCC(=O)c2ccc(O)c(O)c2)nnc1-c1ccccc1	0	6	-3	-1.7	/	-10	-4	-6	-5	1.8
47	COc1cc2c(cc1OC)-c1nnc(C)n1C(C)(C)C2	-3	2	6	/	-9	0	2	-8	3	4.3
48	CN1CCN(C(=S)c2cn(Cc3ccc(F)cc3)c3ccccc23)CC1	-2	6	-1	1.4	-2	30	5	28	-4	-0.4
49	COc1cccc(CCC(=O)O)c1OC	-2	5	-3	/	-15	/	-4	-3	0	-0.1
50	O=C(Cn1cncn1)N/N=C/c1ccccc1Cl	-7	-3	1	1.7	-8	99	2	i	0	-0.4
51	COc1cc(/C=N/NC(=O)c2cn(-c3cccc(C)n3)cn2)ccc1O	7	7	0	-3.4	2	22	-1	/	-2	-0.1
52	Cc1nn(-c2ccccc2)c(C)c1C(=O)OCC(=O)Nc1ccc2c(c1)OCO2	0	-7	-2	/	-3	42	-1	8	3	-1.2
53	CCOCCN(C=O)c1cccc(OC)c1	-3	4	-6	/	-2	-14	9	-11	4	-0.3
54	Cc1sc2nc(CN(C(=O)NC3CCCCC3)C3CCCCC3)[nH]c(=O)c2c1C	-5	-5	3	/	7	-5	4	-12	-5	i
55	CNC(=S)N1N=C(c2ccc(C)cc2)CC1c1ccc(Br)cc1 (configuration not stated)	-1	10	2	/	-8	-15	4	-3	-3	i
56	CCCN(CC(=O)Nc1ccccc1C)C(=O)C1CCN(S(=O)(=O)c2cccc(C(F)(F)F)c2)CC1	3	3	/	0.6	7	/	-4	-14	2	-5.0
57	O=C(O)c1cccc(N2C(=O)c3cc4cccc(Br)c4cc3C2=O)c1	-13	-2	-2	1.3	-6	17	5	-13	15	-0.4
58	O=C(CSc1nc2c(c(=O)n1-c1ccc(Cl)cc1)SCC2)Nc1nccs1	-10	1	-2	/	-5	11	15	7	-5	-0.5
59	COc1ccc(-c2nnc(SCC(=O)NCc3cccs3)n2C)cc1	-4	3	-1	/	3	18	-2	-6	2	-0.5
60	COCCCC1CCN(C(=O)C2CCC(=O)N(Cc3cccc(F)c3)C2)CC1 (configuration not stated)	-3	-10	-1	-0.9	-4	6	-2	0	0	-0.6

Results in sequence from the entries so far:
CCHF vOTU inh, entries 46–51 → 0, -3, -2, -2, -7, 7
3CLpro inhibitor, entries 46–51 → -3, 6, -1, -3, 1, 0
VHR inh abs, entries 46–51 → -10, 0, 30, /, 99, 22

Next section:
no.	structure	CCHF vOTU inh	MazEF act	3CLpro inhibitor	TcdB GH inh	Rv3671c protease	VHR inh abs	Y pestis TopoI	SSB-PriA inh	PrPC TRFRET	BH1578 lux ind
61	CCCCC(=O)N(C)c1c(C)nc2ccc(C(=O)NCCN(C)C)cn12	2	/	/	0.6	/	/	5	/	-9	-0.6
62	Cc1cc(C)nc(-n2c(C)nc3cc(Cl)ccc3c2=O)c1	-5	7	4	0.6	8	8	-3	-6	0	/
63	CC(=O)c1cccc(NC(=O)/C(=C/c2ccncc2)NC(=O)c2ccccc2)c1	-8	3	1	0.5	-2	45	-4	5	6	-0.1
64	O=C(CSc1nnc(-c2ccc(Br)cc2)n1C1CCCCC1)N1CCCC1	-1	10	-1	/	5	0	14	-12	10	i
65	Nc1cc(=O)[nH]c(SCC(=O)Nc2ccc3c(c2)CCC3)n1	8	8	-1	1.0	-8	16	-11	4	-4	2.3
66	CC(C)(C)c1ccc(/C=C2\Oc3cc(OC(=O)N4CCOCC4)ccc3C2=O)cc1	6	-7	-5	0.5	2	0	34	-1	-3	-0.4
67	COc1cc2oc(-c3ccc(O)cc3)cc(=O)c2c(O)c1OC	25	1	/	1.3	-14	14	-1	5	-5	-0.4
68	COc1ccc(C(=O)CSc2nc(SC)ns2)cc1OC	11	9	1	/	-5	32	10	-2	-7	0.5
69	Fc1ccc(-c2cc(C(F)(F)F)nc(-n3cccn3)n2)cc1	-6	7	1	0.1	0	-8	-6	-22	6	-0.4
70	CCOc1cc2c3c(c1)C1(Nc4ccccc4S1)C(=O)N3C(C)(C)CC2C (configuration not stated)	-1	10	1	/	10	7	-10	40*	-7	-1.8
71	Fc1cnc(Cl)nc1NC1CCCCC1	-5	-3	0	0.6	-4	31	-1	11	0	1.4
72	CCOc1cc(/C=C2\C(=N)N3N=C(C)SC3=NC2=O)ccc1OCCOc1cccc(OC)c1	-3	-5	3	-0.2	-13	10	6	-6	3	-0.7
73	COC(=O)c1ccc(C(=O)OC)c(NC(=O)CCC(=O)O)c1	-43	5	-1	/	3	17	-7	-3	-2	i
74	C(=C\c1ccco1)/C=N/n1cnnc1	15	6	-2	/	13	-11	6	/	-1	/

In another format: 2 of the compounds above
62) Cc1cc(C)nc(-n2c(C)nc3cc(Cl)ccc3c2=O)c1
  CCHF vOTU inh = -5 | MazEF act = 7 | 3CLpro inhibitor = 4 | TcdB GH inh = 0.6 | Rv3671c protease = 8 | VHR inh abs = 8 | Y pestis TopoI = -3 | SSB-PriA inh = -6 | PrPC TRFRET = 0 | BH1578 lux ind = /
63) CC(=O)c1cccc(NC(=O)/C(=C/c2ccncc2)NC(=O)c2ccccc2)c1
  CCHF vOTU inh = -8 | MazEF act = 3 | 3CLpro inhibitor = 1 | TcdB GH inh = 0.5 | Rv3671c protease = -2 | VHR inh abs = 45 | Y pestis TopoI = -4 | SSB-PriA inh = 5 | PrPC TRFRET = 6 | BH1578 lux ind = -0.1

Screening results deposited in PubChem by several laboratories.
